# BRCA1 expr up = increases BRCA1 expression | Potency, µM (titrated, usually from 46.1 µM), for inactives: top-dose activation, most hits filed as activators | MCF7-BRCA1-FFLuc reporter, luminescence, 48 h; response scale: scaled: vehicle 0%, 10 µM genistein 100% | AID 624202 | hit rate 1.1% among 380,000; further: potency means the concentration at half of the fitted maximal effect; nearly all actives have a fitted effect of over 80% in size; some results filed as inactive show a strong effect at the top dose
#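 Reporter cells (MCF7, BRCA1 promoter-firefly luciferase) received library compounds across a concentration series for 48 h. End-point luminescence was measured and concentration-effect curves derived after normalization.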
# FLuc counter = counter-screen for miR-21 project: firefly luciferase inhibitors or activators. P08659. purified FLuc, Km substrates, luminescence inhibition. Potency, µM (highest dose often 57.5 µM), for inactives: at the highest dose activity change, negative = inhibition, usual class: inhibitors. hit rate 6.9% among 360,000. AID 588342;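 further: potency means the concentration at half of the fitted maximal effect; plate controls were vehicle for no effect and reference inhibitor for full effect; nearly all actives have a fitted effect of over 55% in size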
#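 Purified P. pyralis luciferase (10nM final) with 10uM D-luciferin and 10uM ATP (Km levels) in 50mM Tris acetate pH 7.5, 10mM Mg acetate, 0.01% Tween-20, 0.05% BSA; qHTS 6-point titration, ~60 µM downward; luminescence read.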
# NPC1 prom act = activates the NPC1 promoter. hit rate 2.4% among 320,000. Huh7 NPC1 promoter luciferase reporter, 24 h. Potency, µM (doses to about 9.22 µM), without a hit: at the highest dose activation, hits mostly activators;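 further: potency means the concentration at half of the fitted maximal effect; % of control where 0% means no effect; nearly all actives have a fitted effect of over 60% in size; reporter is driven by a mutant NPC1 promoter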
#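 Luminescence read-out of NPC1 promoter-driven luciferase in stably transfected Huh7 cells; compounds delivered in DMSO and left 24 h at 37C, 5% CO2, qHTS titration format.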
# Tb PFK block = blocks T. brucei phosphofructokinase; O15648; T. brucei PFK, ADP-Glo luminescence; Potency, µM (doses to about 57.5 µM), inactives show at the top dose activity, negative = inhibition, actives largely listed as inhibitors; hit rate 0.17% among 330,000; AID 485367;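 further: potency means the concentration at half of the fitted maximal effect; 0% = uninhibited 1x PFK enzyme wells and -100% = no-enzyme wells; nearly all actives have a fitted effect of over 60% in size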
# Target sequence (O15648 whole entry, looked up): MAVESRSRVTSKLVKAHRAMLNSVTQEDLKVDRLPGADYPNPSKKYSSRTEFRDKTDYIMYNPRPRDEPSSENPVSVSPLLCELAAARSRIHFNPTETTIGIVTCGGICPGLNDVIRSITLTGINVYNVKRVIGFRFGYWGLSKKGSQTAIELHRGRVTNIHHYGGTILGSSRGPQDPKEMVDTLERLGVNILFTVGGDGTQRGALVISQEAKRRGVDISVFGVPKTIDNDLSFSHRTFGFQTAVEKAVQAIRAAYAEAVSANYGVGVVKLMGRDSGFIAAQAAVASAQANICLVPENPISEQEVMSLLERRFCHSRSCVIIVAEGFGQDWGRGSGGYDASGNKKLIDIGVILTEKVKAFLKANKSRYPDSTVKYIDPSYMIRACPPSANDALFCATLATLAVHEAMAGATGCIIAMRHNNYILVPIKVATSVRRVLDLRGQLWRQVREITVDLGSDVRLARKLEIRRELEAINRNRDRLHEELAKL
#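 Luminescent ADP detection (ADP-Glo, two-step: ATP depletion then ADP-to-ATP conversion for luciferase) reported PFK activity after 45 min room-temperature reaction of 1.25 nM enzyme with 0.5 mM F6P and 0.1 mM ATP at pH 8.0.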
# Rab9 prom act = activates the Rab9 promoter; Huh7 Rab9 promoter-luciferase reporter, luminescence, 24 h; AID 485297; hit rate 2.8% among 320,000; Potency, µM (highest dose often 9.22 µM), for the others: at the top dose activation, negative = inhibition, usual class: activators; further: potency means the concentration at half of the fitted maximal effect; % of control where 0% means no effect; nearly all actives have a fitted effect of over 60% in size
#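 Using Huh7 cells stably transfected with Rab9 promoter–luciferase, compounds were incubated 24 h at 37 °C, 5% CO2; luciferase luminescence was read 10 min after reagent addition.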
# ELG1 genotoxic = induces genotoxicity in HEK293T cells with luciferase-tagged ELG1. hit rate 1.3% among 330,000. Potency, µM (doses to about 46 µM), inactives show at the highest dose activity change, positive = activation, usual class: activators. HEK293T ELG1-luciferase reporter, luminescence, 16 h; further: potency means the concentration at half of the fitted maximal effect; % of control where 0% means no effect; nearly all actives have a fitted effect of over 60% in size
#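 16 hr compound incubation (37 °C, 5% CO2) of HEK293T cells carrying luciferase-tagged ELG1; luciferase then measured by ONE-Glo luminescence after 30 min at RT.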
# ELG1 DNA repair = blocks ELG1-dependent DNA repair in HEK293T cells | AID 504467 | HEK293T ELG1-luciferase reporter, luminescence, 16 h; DNA damage induced by 5-fluorouridine | Potency, µM (doses to about 46.1 µM), for the others: top-dose activity change, negative = inhibition, actives largely listed as inhibitors | hit rate 2.3% among 330,000; further: potency means the concentration at half of the fitted maximal effect; on the % scale 0 is the no-effect control and ±100 the full control effect; nearly all actives have a fitted effect of over 55% in size
#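 Overnight (16 hr) co-exposure of 2,000 cells/well to 5-fluorouridine and compound at 37 °C preceded detection. Luciferase was quantified via ONE-Glo luminescence; loss of signal denotes inhibition.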
# RORg inh = inhibitors of mouse ROR gamma transcriptional activity | Drosophila S2 Gal4-RORgamma UAS-luciferase reporter, 20 h | Potency, µM (highest dose often 53.6 µM), for the others: at the top dose activity change, negative = inhibition, most hits filed as inhibitors | P51450 | hit rate 5.4% among 310,000; further: potency means the concentration at half of the fitted maximal effect; on the % scale 0 is the no-effect control and ±100 the full control effect; nearly all actives have a fitted effect of over 60% in size
# Target sequence (P51450 whole entry, looked up, the tested form may be a part): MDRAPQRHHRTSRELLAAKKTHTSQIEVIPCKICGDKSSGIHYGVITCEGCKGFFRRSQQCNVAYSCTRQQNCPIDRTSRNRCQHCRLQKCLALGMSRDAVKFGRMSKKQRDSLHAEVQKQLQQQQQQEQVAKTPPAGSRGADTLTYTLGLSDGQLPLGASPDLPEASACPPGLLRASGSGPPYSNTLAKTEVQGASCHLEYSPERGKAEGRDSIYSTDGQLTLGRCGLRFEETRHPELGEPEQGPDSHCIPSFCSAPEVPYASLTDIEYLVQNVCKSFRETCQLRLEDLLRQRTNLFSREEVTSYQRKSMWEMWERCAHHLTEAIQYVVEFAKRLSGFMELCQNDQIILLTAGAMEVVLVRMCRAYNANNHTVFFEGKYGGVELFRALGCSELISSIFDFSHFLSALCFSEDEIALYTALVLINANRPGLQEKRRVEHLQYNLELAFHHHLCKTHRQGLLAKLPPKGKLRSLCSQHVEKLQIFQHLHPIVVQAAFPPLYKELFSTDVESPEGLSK
#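 A Gal4/UAS one-hybrid system in insect cells: metallothionein-promoter Gal4–ROR gamma fusion plus Photinus luciferase reporter. Copper sulfate 700 uM final, 20 hr ambient incubation, luminescent detection after 10 min with reagent.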
# VP16 counter = inhibits Gal4-VP16 luciferase reporter, ROR gamma counter-screen. hit rate 3.5% among 310,000. Drosophila S2 Gal4-VP16 UAS-luciferase, luminescence, 20 h. Potency, µM (doses to about 53.6 µM), for the others: at the top dose activity, negative = inhibition, actives largely listed as inhibitors. AID 2546;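 further: Gal4-VP16 expression switched on by copper sulfate through the metallothionein promoter; potency means the concentration at half of the fitted maximal effect; on the % scale 0 is the no-effect control and ±100 the full control effect; nearly all actives have a fitted effect of over 50% in size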
# TRPV1 agonist = human TRPV1 agonism; AID 540275; activation, % at 8.33 µM; TRPV1-expressing cells, Fluo-8 calcium influx, agonist mode; Q8NER1; hit rate 0.19% among 320,000; in the data active means activation above about 80%; inconclusive means between about 30% and that limit; further: 0% is about no effect
#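 Fluo-8 calcium influx in TRPV1-expressing cells, kinetic read (ex 480/em 520 nm). Compound added and read 3 min for agonist activity, followed by capsaicin at EC20 final and 2 min further read for enhancement.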
# p53 reactivator = re-activators of mutant p53; H1299 p53-A138V BP100-luciferase reporter, luminescence, 24 h; Potency, µM (series often up to 92.2 µM), without a hit: at the highest dose activity change, positive = activation, hits mostly activators; hit rate 0.063% among 320,000; AID 504706; further: potency means the concentration at half of the fitted maximal effect; % of control where 0% means no effect; nearly all actives have a fitted effect of over 45% in size
#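 H1299 (p53-null), stable ts p53-A138V + BP100-Luc; 1000 cells/well, Opti-MEM/10% FBS; cpd 4 pt, 1:5; 24 h, 37 deg C, 5% CO2; detection reagent 10 min RT; luminescence.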
# The depositor's hits bear a star; ? = inconclusive; nt = not tested or not shown; & = joins results of further samples; [ ] = another dose, or the depositor's remark. Unless noted, the call rests on the fitted dose curve; in most records, active means well fitted curve in the direction sought with a large enough effect; inconclusive means small, poorly fitted or top-dose-only effect, or another doubt; inactive means no such curve, though single readings can be large; an effect the other way counts as inactive or inconclusive.
SMILES,BRCA1 expr up,FLuc counter,NPC1 prom act,Tb PFK block,Rab9 prom act,ELG1 genotoxic,ELG1 DNA repair,RORg inh,VP16 counter,TRPV1 agonist,p53 reactivator
CC(CC(=O)OCC(=O)Nc1ccc2[nH]c(=O)[nH]c2c1)c1ccccc1 (stereo not given),-4.2%,-1.0%,2.9%,?,-5.2%,-1.8%,15.5%,nt,nt,14.4,3.6%
COc1ccc2nc(-c3ccc(N)cc3)[nH]c2c1,-62.8%,3.79µM*,?,-9.2%,24.4%,?,?,7.94µM*,10µM*,-0.6,-26.4%
COc1ccc(CN2C(=O)C(C)Nc3ncnc(N4CCN(c5ccccn5)CC4)c32)cc1 (stereo not given),-33.7%,nt,nt,11.8%,nt,-0.1%,5.5%,nt,nt,nt,-1.5%
COc1ccc(N(C(=O)c2ccco2)C(C(=O)NC2CCCCC2)c2cccs2)cc1OC (stereo not given),-27.2%,1.8%,-5.2%,-6.8%,0.6%,-6.3%,?,?,-3.2%,7.6,-3.2%
O=c1[nH]cc(S(=O)(=O)N2CCN(c3cccc(C(F)(F)F)c3)CC2)c(=O)[nH]1,7.9%,0.6%,-3.4%,0.9%,-1.7%,1.5%,11.5%,nt,nt,0.8,4.7%
CC(=O)C1=C(O)C(=O)N(c2ccc(O)cc2)C1c1ccccc1F (stereo not given),7.3%,-2.0%,3.7%,0.7%,2.0%,0.4%,0.1%,-0.7%,-8.4%,-6.1,-1.2%
COc1ccc(OC)c(S(=O)(=O)N2CCC(NC(=O)c3ccccc3)CC2)c1,-6.0%,-0.5%,-3.4%,-2.0%,-3.5%[1.84 µM],-10.6%,?,12.3%,3.1%,1.9,1.7%
CCc1nc(Nc2ccc(F)cc2)c2oc3ccccc3c2n1,4.0%,?,-1.7%,4.3%,11.4%,-9.2%,-20.1%,-14.9%,22.8%,?,5.1%
Cc1ccc(NS(=O)(=O)c2ccc(CCC(=O)N3CCOCC3)cc2)cc1,-23.5%,3.1%,4.8%,-1.7%,-3.4%,-8.3%,-9.6%,0.0%,-12.0%,?,-17.5%
Cc1[nH]c2ccc(OCc3ccccc3)cc2c1CCN1C(=O)OC(C)(C)C1(C)O (stereo not given),-8.1%,3.0%,0.0%,-0.4%,0.3%,1.1%,-8.4%,-1.7%,-4.0%,0.8,-5.9%
Cc1cc(C)n2nc(SCc3cc(=O)oc4cc(O)ccc34)nc2n1,nt,1.5%,0.1%,?,-5.8%,4.7%,?,18.2%,-5.4%,1.4,-1.1%
COc1ccc(C2/C(=C(/O)c3ccc4c(c3)CC(C)O4)C(=O)C(=O)N2CCN2CCOCC2)cc1OC (stereo not given),0.1%,1.1%,-1.8%,4.5%,0.2%,1.3%,7.4%,nt,nt,0.1,nt
Cc1cccn2c(=O)c3cc(C#N)c(=O)n(Cc4cccnc4)c3nc12,-0.2%,2.1%,-22.4%,-9.8%,5.5%,-6.4%,14.1%,-39.6%,-3.9%,1.0,1.0%
COc1cccc(OCCNCc2ccccc2)c1,-3.1%,2.7%,-3.0%,1.5%,1.0%,0.0%,1.2%,-14.4%[1.91 µM],3.7%,-0.6,10.6%
O=C(COC(=O)/C=C/c1ccc([N+](=O)[O-])cc1)Nc1ccc(F)cc1,0.2%,2.4%,4.2%,10.5%,-2.5%,-2.3%,?,nt,nt,0.3,0.2%
CC(C)c1c(C(=O)N/N=C/c2ccc(-c3ccccc3)cc2)nnn1-c1nonc1N,-2.1%,0.6%,-0.1%,-3.5%,-1.1%,0.2%,17.3%,-33.1%,-8.2%,-0.5,0.9%
COc1cc(CCC(=O)NC2(C)CCS(=O)(=O)C2)cc(OC)c1OC (stereo not given),-3.3%,4.4%,0.3%,0.3%,-5.5%,0.7%,5.7%,nt,nt,1.7,1.3%
Cc1oc(-c2ccccc2F)nc1CS(=O)CC(=O)NC1CCCCC1 (stereo not given),-1.8%,0.3%,-3.0%,0.8%,2.2%,0.2%,3.2%,-8.1%,1.9%,0.9,6.7%
Cc1nc(-c2cccc3ccccc23)ccc1C(=O)O,0.1%,0.4%,0.1%,0.0%,0.6%,-0.8%,-6.1%,-9.1%,-14.9%,-4.5,5.8%
Cc1cc2oc3c(c(=O)c2cc1C)C(c1cccc(Br)c1)N(Cc1ccco1)C3=O (stereo not given),-36.7%,3.0%,-4.0%,-2.6%,1.6%,8.4%,0.631µM*,-17.1%,-3.2%,17.9,-32.6%[inhibitor]
O=C(C1=NN[C@@H]2C(=O)N(c3ccccc3C(F)(F)F)C(=O)[C@H]12)c1ccc2ccccc2n1,-9.7%,0.3%,1.5%,-9.4%,-1.7%,-1.8%,1.5%,-5.3%,-0.6%,1.2,-7.9%
CC(C)OCC(O)CN1CCN(C(c2ccccc2)c2ccccc2)CC1 (stereo not given),-25.5%,-0.2%,-1.4%,4.1%,-12.2%,-5.9%,-8.7%,5.6%,11.6%,2.6,9.4%
Cc1cc(C)nc(N2CCC(C(=O)NNC(=O)c3ccc(Cl)cc3)CC2)n1,-9.1%,-2.1%,-0.1%,4.0%,1.9%,10.9%,8.1%,12.9%,-2.4%,3.0,0.0%
C=CCNC(=O)c1ccccc1NC(=O)Nc1ccccc1,44.3%,19µM*,7.5%,14.8%,17.5%,5.7%,1.3%,41.8%,20.1%,9.4,6.0%
Cc1ccc(C)c(NC(=O)CN(C)C(=O)C2CCCC2)c1,9.2%,?,4.9%,-7.1%,0.8%,0.1%,4.5%,nt,nt,1.0,15.8%
Cc1ccc(CNC(=O)CCS(=O)(=O)c2ccc3c(c2)CC(C)N3C(=O)C2CC2)cc1 (stereo not given),-13.7%,5.8%&-0.1%,-1.9%,2.3%,-2.3%,2.5%,-4.1%,-1.7%,-0.6%,0.2,8.4%
COC(=O)c1ccc(C)c(N(CCO)CCO)c1,3.4%,2.8%,0.4%,3.3%,-6.8%,1.4%,3.8%,-10.4%,-4.7%,-1.6,-3.8%
Nc1nnc(-c2ccco2)s1,12.1%,-3.8%,6.3%,-9.4%,-5.5%,-1.5%,14.3%,-6.1%,-8.5%,-1.3,1.6%
Cc1cccc2cc(C#N)c(NCCNS(=O)(=O)c3ccccc3)nc12,-10.3%,-1.3%,-7.4%,0.0%,6.6%,-0.5%,1.5%,-9.4%,4.5%,1.9,-0.7%
CCOc1cc(NC(=S)NC)c(OCC)cc1NC(=O)c1cccs1,-2.4%,-1.4%,-3.9%,0.5%,-5.5%,-3.8%,-14.5%,8.91µM*,?,6.4,-3.2%
O=C(NC1CCCCC1)c1ccc(CN2CCOCC2)cc1,77.1%,-18.2%,25.8%,-1.7%,19.0%,?,?,17.3%,20.2%,7.7,22.0%
COC(=O)CC(NC(=O)c1ccc(C)cc1)c1ccc2c(c1)OCO2 (stereo not given),10.5%,0.4%,-2.5%,1.8%,-4.5%,0.3%,3.9%,10.8%,-1.3%,2.3,-3.7%
CCSc1nc(C(F)(F)F)cc(=O)n1-c1ccccc1,4.0%,2.8%,-0.4%,2.6%,-4.7%,3.3%,6.2%,11.8%,4.6%,-0.1,-1.3%
CCN(CC)S(=O)(=O)c1ccc(N2CCCC2)c(NC(=O)c2nn(C)c(=O)c3ccccc23)c1,-20.3%,3.6%,-3.9%,0.0%,0.8%,-1.1%,18.3µM*,nt,nt,6.2,-7.6%
CCOc1ccc(C(=O)NCC(=O)NCC(c2ccco2)N2CCCCC2)cc1OCC (stereo not given),1.0%,-0.6%,6.9%,1.4%,-6.8%,3.4%,20.3%,nt,nt,0.6,-4.0%
Cc1ccc2c(c1)NC(=O)CC(c1ccccc1)=N2,10µM*,12µM*,9.6%,-8.5%,?,13.1%,?,-35.4%,-6.9%,26.4,?
Cc1ccn2c(=O)nc(SCC(=O)NC3CCCCC3)nc2c1,-33.7%,-0.2%,1.6%,-7.2%,1.1%,2.9%,0.0%,nt,nt,2.1,0.1%
Cc1ccc(-c2ccc(SCC(=O)Nc3nonc3C)nn2)cc1,3.6%,12µM*,?,-23.3%,?,?,?,-9.6%[0.365 µM],nt,15.5,-3.2%
CN(CC(=O)Nc1ccccc1Cl)C(=O)COC(=O)c1ccc(Cl)cc1[N+](=O)[O-],-4.1%,3.0%,-4.2%,1.6%,-2.6%,-5.5%,0.0%,2.6%,4.0%,3.3,-3.4%
CC1(C)Cc2ccccc2C(=NCCCC(=O)O)N1,6.4%,-5.6%,-2.1%,2.8%,9.0%,0.6%,15.9%,-1.7%,-6.8%,-0.4,-1.8%
